# mIDH1 inhibitor: blocks human mutant IDH1 R132H enzyme. AID 602179. actives 0.093% (n = 390,000). Potency, µM (series often up to 76.6 µM), for inactives: at the top dose activity change, negative = inhibition, usual class: inhibitors. IDH1-R132H enzyme, NADPH consumption, diaphorase/resazurin fluorescence. O75874; further: potency means the concentration at half of the fitted maximal effect; on the % scale 0 is the no-effect control and ±100 the full control effect; nearly all actives have a fitted effect of over 65% in size
#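 IDH1-R132H (0.5 ug/mL dispensed) in pH 7.5 Tris buffer was preincubated 30 min with compound, then given a substrate mix of 0.016 mM NADPH and 2 mM alpha-KG for 80 min at room temperature; remaining NADPH was read by diaphorase/resazurin fluorescence.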
# PI4K2A inh: PI4K2A (human) kinase inhibition | Q9BTU6 | purified PI4K2A, ADP-Glo luminescence, 1 h; stronger effect = lower value | activity change, negative = inhibition, % at 76.9 µM | actives 0.13% (n = 420,000) | AID 1346378; in the data active means activity change below about -50%; inconclusive means mostly about -30% to -49%;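 further: -100% = wells without enzyme as full effect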
# Target sequence (Q9BTU6 whole entry, looked up): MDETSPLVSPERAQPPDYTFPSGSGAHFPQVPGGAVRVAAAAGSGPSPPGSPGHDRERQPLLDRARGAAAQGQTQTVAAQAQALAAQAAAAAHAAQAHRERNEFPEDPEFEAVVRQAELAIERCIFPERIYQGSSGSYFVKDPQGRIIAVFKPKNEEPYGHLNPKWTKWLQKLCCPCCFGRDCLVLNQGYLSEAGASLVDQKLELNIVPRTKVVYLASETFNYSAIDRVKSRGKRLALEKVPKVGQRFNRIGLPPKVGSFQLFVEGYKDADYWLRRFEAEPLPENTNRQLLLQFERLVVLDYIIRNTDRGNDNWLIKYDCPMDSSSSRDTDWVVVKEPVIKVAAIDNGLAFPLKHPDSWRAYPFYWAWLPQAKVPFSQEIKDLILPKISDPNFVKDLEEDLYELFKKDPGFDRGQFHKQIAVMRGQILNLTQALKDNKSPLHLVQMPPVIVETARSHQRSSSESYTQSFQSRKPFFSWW
#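 ADP-Glo luminescence measured ADP generated by PI4K2A enzyme (4 ug/mL before mixing) with 1.2 mM PI substrate (pre-mix) and 300 microM ATP (pre-mix). Tris pH7.5 buffer with MgCl2, Triton X-100; 1 h reaction at ambient temperature.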
# TrxR1 substrate: is turned over as a substrate by rat TrxR1; purified TrxR1 substrate turnover, NADPH consumption readout; Potency, µM (highest dose often 114 µM), inactives show at the top dose activity change, negative = substrate turnover; actives 0.01% (n = 390,000); further: potency means the concentration at half of the fitted maximal effect; on the % scale 0 is the no-effect control and ±100 the full control effect; nearly all actives have a fitted effect of over 50% in size
#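 Rat TrxR1, dispensed at 90 nM, was prereduced with 400 uM NADPH (final) for 5 min at ~22 deg C, then incubated with compound 15 min before 400 uM selenite. A first-read NADPH fluorescence drop versus no-compound background flagged substrates.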
# HP1b chromo inh: inhibitors of HP1-beta chromodomain binding to methylated histone tails; AlphaScreen HP1-beta / biotin-H3K9me3 peptide binding; Potency, µM (highest dose often 114 µM), for inactives: top-dose activity change, negative = inhibition, hits mostly inhibitors; actives 0.56% (n = 390,000); AID 540317; further: potency means the concentration at half of the fitted maximal effect; nearly all actives have a fitted effect of over 70% in size; inactives centre near 23
#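 Compound inhibition of the preformed complex between 50 nM HP1-beta and 50 nM biotinylated H3K9me3 peptide was read by AlphaScreen. Buffer was PBS pH 7.4 with 0.01% Tween-20. Incubations ran 30 min at room temperature, with 10 ug/mL donor/acceptor beads.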
# PGK inhibitor: blocks T. brucei phosphoglycerate kinase. PGK/GAPDH coupled, Kinase-Glo luminescence, 60 min. Potency, µM (doses to about 57.5 µM), without a hit: at the highest dose activity change, negative = inhibition, most hits filed as inhibitors. AID 602233. actives 0.043% (n = 380,000); further: potency means the concentration at half of the fitted maximal effect; on the % scale 0 is the no-effect control and ±100 the full control effect; nearly all actives have a fitted effect of over 60% in size
# Target sequence (P07378 whole entry, looked up): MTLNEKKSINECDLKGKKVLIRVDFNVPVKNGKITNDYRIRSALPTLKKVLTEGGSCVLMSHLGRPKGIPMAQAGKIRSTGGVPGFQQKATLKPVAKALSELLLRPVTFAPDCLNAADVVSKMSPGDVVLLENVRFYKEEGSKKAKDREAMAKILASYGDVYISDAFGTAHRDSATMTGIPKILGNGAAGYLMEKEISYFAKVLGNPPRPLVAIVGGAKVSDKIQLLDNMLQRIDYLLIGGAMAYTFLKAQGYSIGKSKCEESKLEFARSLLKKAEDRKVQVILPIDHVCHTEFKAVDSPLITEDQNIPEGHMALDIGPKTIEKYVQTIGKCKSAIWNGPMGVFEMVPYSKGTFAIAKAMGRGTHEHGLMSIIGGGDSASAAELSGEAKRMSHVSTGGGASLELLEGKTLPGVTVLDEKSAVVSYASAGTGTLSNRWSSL
#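 Luminescent ATP detection (Kinase-Glo Plus) follows a 60-minute room-temperature incubation, with wells lacking PGK as controls. Buffer: 100 mM TEA (pH 7.6), 5 mM MgCl2, 0.01% Tween-20. Coupling enzyme GAPDH (100 nM final) supplies unstable 1,3-BPG in-well.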
# USP1-UAF1 inh: inhibitors of human USP1/UAF1 deubiquitinase | O94782 | recombinant USP1/UAF1, Ub-Rhodamine cleavage fluorescence | Potency, µM (highest dose often 57.1 µM), inactives show top-dose activity change, negative = inhibition, most hits filed as inhibitors | actives 0.23% (n = 390,000); further: potency means the concentration at half of the fitted maximal effect; on the % scale 0 is the no-effect control and ±100 the full control effect; nearly all actives have a fitted effect of over 60% in size; inactives centre near -12
#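 USP1/UAF1 complex (1 nM) preincubated 15 min at room temperature with compound, then Ub-Rho substrate (150 nM final) added. Kinetic fluorescence at 480/540 nm over 6 reads at 60 s intervals; 50 mM HEPES pH 7.8, 0.5 mM EDTA, 0.1 mg/ml BSA, 1 mM TCEP, 0.01% Tween-20.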
# Pin1 inhibitor: inhibitors of human Pin1 | Q13526 | Pin1 FP peptide displacement, HiFluor488, 10 min | Potency, µM (titrated, usually from 115 µM), without a hit: at the top dose activity, negative = inhibition, most hits filed as inhibitors | actives 0.009% (n = 390,000) | AID 504891; active means well fitted inhibition curve with a large enough effect in the polarisation, with a control signal flat, not every such curve was filed as active; inconclusive means small, poorly fitted or top-dose-only effect, or effect the other way, or a change in a side signal; inactive means no such curve, though single readings can be large or run the other way; the % refers to the polarisation; further: potency means the concentration at half of the fitted maximal effect; on the % scale 0 is the no-effect control and ±100 the full control effect
# Target sequence (Q13526 whole entry, looked up): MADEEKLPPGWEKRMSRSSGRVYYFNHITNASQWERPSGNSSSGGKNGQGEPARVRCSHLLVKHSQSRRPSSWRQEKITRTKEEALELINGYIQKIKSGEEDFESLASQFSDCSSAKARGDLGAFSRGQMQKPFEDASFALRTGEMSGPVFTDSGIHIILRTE
# rTrxR1 inhibitor: inhibitors of rat thioredoxin reductase 1. O89049. recombinant rTrxR1, NADPH fluorescence consumption, selenite substrate. Potency, µM (doses to about 114 µM), without a hit: at the top dose activity change, negative = inhibition, hits mostly inhibitors. actives 1% (n = 390,000). AID 588453; further: potency means the concentration at half of the fitted maximal effect; on the % scale 0 is the no-effect control and ±100 the full control effect; nearly all actives have a fitted effect of over 65% in size
#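 Rat TrxR1 (90 nM in the dispensed reagent) was pre-reduced with 400 uM NADPH for 5 min at room temperature, then incubated with compound for 15 min. After 400 uM selenite was added, NADPH fluorescence (Ex 340/Em 450 nm) was followed for 8 min.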
# GLS inhibitor: blocks human kidney-isoform glutaminase activity | O94925 | GLS enzymatic activity, qHTS titration | Potency, µM (doses to about 45.5 µM), without a hit: at the top dose activity change, negative = inhibition, hits mostly inhibitors | actives 0.21% (n = 410,000); further: potency means the concentration at half of the fitted maximal effect; on the % scale 0 is the no-effect control and ±100 the full control effect
#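 Assay buffer: 45 mM KH2PO4 pH 8.2, 0.02% Tween-20. hKGA acts on L-glutamine (1 mM solution added); product glutamate is reported by an oxidase/peroxidase Amplex Red coupling, with fluorescence taken at baseline and 30 min.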
# * = called active by the depositor; i = inactive; ? = inconclusive; / = not tested or not shown; & = joins results of further samples; [ ] = remark or other dose. Unless noted, the call rests on the fitted dose curve; in most records, active means well fitted curve in the direction sought with a large enough effect; inconclusive means small, poorly fitted or top-dose-only effect, or another doubt; inactive means no such curve, though single readings can be large; an effect the other way counts as inactive or inconclusive. Only part of the results is shown, so the mix of outcomes need not match the whole.
compound	mIDH1 inhibitor	PI4K2A inh	TrxR1 substrate	HP1b chromo inh	PGK inhibitor	USP1-UAF1 inh	Pin1 inhibitor	rTrxR1 inhibitor	GLS inhibitor
N#C/C(=C\c1cn(-c2ccccc2)nc1-c1ccccc1)S(=O)(=O)c1ccccc1	2.2%	2.1	-2.3%	14.5%	6.3%	-12.4%	1.0%	-14.5%	9.5%
NC(=O)N/N=C/c1c(F)c(F)c(F)c(F)c1F	1.0%	-0.1	-1.9%[57.1 µM]	-2.0%	-8.5%	-16.1%	-0.4%	28.9%[57.1 µM]	3.9%
CCCS(=O)(=O)N1CCC(C(=O)NCc2ccc3c(c2)OCO3)CC1	13.1%	6.1	1.2%	41.2%[activator]	-4.9%	-9.4%	1.0%	11.2%	-6.7%
COc1cc2ccccc2cc1C(=O)NCc1ccncc1	0.8%	4.1	28.3%	42.8%[activator]	-4.7%	-29.5%	-5.1%	6.7%	-9.7%
O=c1[nH]c(=O)n(-c2ccccc2)c2c1C(C(F)(F)F)(C(F)(F)F)N=C(CCC1CCCCC1)N2	-0.2%	3.6	-4.8%	18.6%	-9.5%	-1.2%	-3.1%	-15.0%	10.6%
Cc1ccn(CCC(=O)N2CCCC(CCC(=O)NCc3ccc(F)c(F)c3)C2)n1 (centres undefined)	6.1%	-1.5	1.6%[57.1 µM]	34.0%	i	-21.5%	5.2%	11.7%[57.1 µM]	-3.5%
CCOc1ccc(N(CC(=O)NCc2ccccc2Cl)S(=O)(=O)c2c(C)[nH]c(=O)[nH]c2=O)cc1	-10.5%&-1.7%	-2.6&1.0	-1.1%&-2.6%	44.1%&42.4%[activator]	4.8%&8.6%	-24.5%&-18.0%	-7.3%&4.7%	9.3%&6.1%	-1.8%&9.8%
CCN(CC)S(=O)(=O)c1cc(C(=O)Nc2cc(C)on2)ccc1Cl	0.0%	-0.3	-2.7%	14.0%	i	-15.8%	-2.1%	10.9%	-29.6%
NC(=O)Nn1c(CCC(=O)O)ccc1-c1ccc(Br)cc1	-0.7%	-1.3	12.5%	5.1%	/	-7.0%	3.2%	?	12.1%
Cc1cccc(-n2nnnc2-c2cnccc2C(F)(F)F)c1C	10.0%	-4.3	-5.6%	5.7%	-5.4%	3.3%	-1.4%	27.0%[57.1 µM]	0.0%
Cc1ccc(NC(=O)c2cc(N(C)C)ccc2[P+](=O)O)cc1	-1.1%	0.0	14.4%	5.3%	6.1%	-6.5%	-15.3%	17.3%	-3.0%
Cn1nc(C(=O)NCCc2ccc(Cl)cc2)c2c1-c1ccccc1S(=O)(=O)C2	-12.2%	5.9	3.0%[57.1 µM]	44.3%[activator]	-1.8%	-11.1%	-2.4%	21.4%[57.1 µM]	-0.4%
COc1ccc(CCNC(=O)CSc2ncc(C(=O)Nc3ccccc3)c(=O)n2C)cc1	5.4%	10.5	1.2%	23.3%	-0.3%	-19.0%	19.7%	24.0%	1.6%
CCOc1ncccc1C(=O)NCc1cccc(OC)c1	0.9%	5.7	-1.8%	22.4%	-7.4%	-13.3%	-2.7%	-8.4%	-0.2%
CC1=NN(C(=O)CSCc2ccccc2)C(O)(c2ccc(F)cc2)C1 (centres undefined)	-10.5%	2.1	0.8%	9.8%	3.5%	-14.4%	-0.9%	13.4%	-2.1%
CCc1sc(-c2ccccc2)nc1C(=O)OC	7.1%	1.8	-3.5%	96.3%[activator]	5.2%	-1.1%	4.4%	6.3%	3.2%
CN1CCN(C(=O)c2ccc(CS(=O)(=O)c3c(Cl)cccc3Cl)o2)CC1	13.2%	-1.1	7.9%	86.9%[activator]	i	-16.4%	-13.8%	?	-1.6%
Cn1cnnc1SCc1ccccc1[N+](=O)[O-]	2.7%	14.2	3.2%[57.1 µM]	17.6%	10.3%	1.2%	-1.7%	2.5%[57.1 µM]	4.8%
O=C(CCS(=O)(=O)Cc1ccccc1)NCc1ccco1	3.4%	-2.9	14.7%	8.5%	0.9%	-26.0%	2.8%	22.5%	20.7%
CCC(OC(=O)c1nsc(Cl)c1Cl)C(=O)NCCOC (centres undefined)	15.9%	-2.0	11.1%	62.0%[activator]	-2.3%	-18.1%	-0.2%	15.5%	1.3%
O=S(=O)(c1ccc2c(c1)OCCO2)N1CCC(c2nc3ccc(Cl)cc3[nH]2)CC1	3.3%	-2.8	6.2%	0.9%	-7.8%	-11.0%	38.7%[activator]	25.9%	1.0%
Cc1cc(-c2ccccc2)c(C#N)c(SCC(N)=O)n1	1.4%	6.8	2.8%[57.1 µM]	33.4%	i	-2.0%	1.8%	8.7%[57.1 µM]	1.7%
COc1cc(C=NNC(=O)c2ccccc2-n2cccc2)ccc1O	-3.0%	-0.1	-7.3%	6.9%	-3.8%	4.0%	5.9%	-4.9%	12.6µM*
COc1ccc(-c2nc3ccc(C(=O)NCCCN4CCOCC4)cc3nc2-c2ccc(OC)cc2)cc1	0.3%	1.4	-5.2%	48.6%[activator]	-1.1%	-24.3%	-8.9%	2.9%	-1.6%
C[C@H](CO)N1C[C@H](C)[C@@H](CN(C)Cc2ccc(Cl)c(Cl)c2)Oc2c(NC(=O)Cc3ccccc3)cccc2C1=O	?	-0.5	4.8%[57.1 µM]	22.8%	8.0%	-22.0%	?	8.3%	-0.1%

# (next part)
compound	mIDH1 inhibitor	PI4K2A inh	TrxR1 substrate	HP1b chromo inh	PGK inhibitor	USP1-UAF1 inh	Pin1 inhibitor	rTrxR1 inhibitor	GLS inhibitor
Nc1nc2ccccc2n1/N=C/c1ccc2c(c1)OCO2	11.2%	-0.8	9.4%[11.4 µM]	21.9%	0.4%	-10.7%	8.1%	16.1%[11.4 µM]	-4.1%
CC(=O)N1CCN(C(=O)c2cccc(S(=O)(=O)N3CCN(c4ccc(F)cc4)CC3)c2)CC1	-0.5%	-2.5	0.5%	28.1%	-6.1%	-6.2%	-8.7%	8.5%	-7.6%
O=c1cc(CO)oc2ccccc12	7.5%	1.4	-1.1%	39.2%[activator]	-2.2%	-25.8%	-3.1%	4.0%	1.8%
COc1cc2c(-c3ccccc3C)nc3c(c(C)nn3-c3ccccc3)c2cc1OC	-20.1%	-1.0	116.9%[activator]	79.3%[activator]	9.1%	-15.3%	-22.9%	91.0%[activator]	-7.6%
CC(C)CNC(=O)c1cc([N+](=O)[O-])ccc1N1CCOCC1	6.0%	-0.6	-13.9%	13.4%	-3.6%	-4.1%	-7.0%	-12.4%	-1.7%
CCCS(=O)(=O)c1ncc(Cl)c(C(=O)Nc2ccc(S(=O)(=O)Nc3ncccn3)cc2)n1	-1.3%	-22.0	-3.3%	62.8%[activator]	-1.8%	-24.4%	6.9%	44.7µM*	-11.0%
COc1cc(-c2nnc(COC(=O)C3c4ccccc4Oc4ccccc43)o2)cc(OC)c1OC	8.2%	6.7	-1.8%	17.1%	-9.6%	-17.2%	12.8%	2.6%	-2.9%
CCOc1ccc2nc3sc(C(=O)N4CCN(C)CC4)c(N)c3cc2c1	3.3%	-1.4	-8.0%	37.0%[activator]	-0.7%	-16.4%	?	-25.6%	-7.7%
Cc1cc(C(=O)COC(=O)Cc2n[nH]c(=O)c3ccccc23)c(C)n1-c1cccc(C(F)(F)F)c1	-0.5%	-2.7	-10.4%	?	-5.5%	-16.3%	35.6%[activator]	-8.2%	0.1%
COc1ccc(S(=O)(=O)N2CCOCC2)cc1OC	0.4%	8.5	-5.0%	25.9%	-8.5%	-19.3%	7.7%	-6.8%	-5.6%
COc1ccccc1C(=O)NCCC(=O)N1CCN(c2ccccc2O)CC1	6.7%	-1.0	-6.3%	-7.1%	4.4%	-13.0%	?	-10.6%	5.0%
CC(=O)Nc1ccc(NC(=O)c2cc(S(=O)(=O)N3CCCCC3)ccc2N2CCOCC2)cc1	1.2%	-4.5	-10.2%	23.4%	-4.4%	-13.9%	-1.5%	-4.5%	0.3%
CSC1=NC(C)(C)C=C(/C=C/c2c(Cl)cccc2Cl)N1	-4.2%	2.3	-4.6%	36.6%	5.0%	-3.0%	3.8%	-41.6%	-17.4%
CN(C)S(=O)(=O)c1ccc(NS(=O)(=O)/C=C/c2ccccc2)cc1	-2.9%	0.0	3.5%[57.1 µM]	47.6%	4.1%	-14.0%	-3.9%	16.5%[57.1 µM]	31.0%[activator]
O=C(NCCCNC(=O)c1ccco1)c1ccco1	-4.9%	3.1	-11.1%	15.3%	i	-1.1%	-5.0%	-17.6%	-10.1%
CCOC(=O)C1=C(C)N=C2SCCC(=O)N2[C@@H]1c1cccs1	-7.6%	-0.6	0.9%[57.1 µM]	3.2%	-1.1%	14.3%	1.1%	-19.6%[57.1 µM]	?
CCc1nn(C(C)C(=O)Nc2cccc(C)c2C)c(=O)c2cc3occc3n12 (centres undefined)	0.8%	2.6	1.1%	41.6%[activator]	-6.9%	-17.7%	15.5%	-6.7%	4.7%

# Assay outcomes: PubChem, National Center for Advancing Translational Sciences (NCATS)
